Screening data deposited in PubChem by Sanford-Burnham Center for Chemical Genomics.
Apaf-1 inh = blocks human Apaf-1 apoptosome activity | O14727 | reconstituted apoptosome caspase-3 activity, DEVD-Rh110 fluorescence | inhibition, % at 20 µM | 0.71% of 330,000 active | AID 489030; active = inhibition of at least 40% at 20 µM;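 note: plate controls were DMSO wells for no effect and DEVD-CHO caspase inhibitor wells for full effect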
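Material: biochemical Apaf-1 apoptosome reconstitution. Medium: Hepes buffer, pH 7.5. Also added: cytochrome c activation, bis-DEVD rhodamine 110 substrate. Timing: 30 min compound preincubation, 50 min activation, room temperature. Measured by: rhodamine 110 fluorescence at Ex 480/Em 540 nm.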
HKDC1 inh = blocks human hexokinase HKDC1 activity. 0.16% of 340,000 active. inhibition, % at 20 µM. recombinant HKDC1, G6PDH/diaphorase resazurin coupled fluorescence. Q2TB90;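 active = inhibition above about 35% when tested at 20 µM, limit read from the data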;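 note: plate controls were DMSO wells with enzyme for no effect and DMSO wells lacking enzyme for full effect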
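Assay system – recombinant HKDC1 (HK5) hexokinase enzyme, produced in-house · Input – HKDC1 at 5 µg/mL · Reagent – glucose plus 1 mM ATP as hexokinase substrates · Timing – 90 min reaction incubation at room temperature, dark · Measured by – G6PDH/diaphorase-coupled fluorescence, 1 mM NADP, 100 µM resazurin, 525/613 nm · Benchmarks – DMSO-enzyme wells negative, buffer-substituted wells positive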
SENP6 inh = SENP6 protease inhibition | Q9GZR1 | Recombinant SENP6 catalytic domain, aminoluciferin luminescence | inhibition, % at 10 µM | AID 2599 | 1.8% of 330,000 active;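 active = inhibition above about 50% at the single tested dose, limit read from the data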;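 note: plate controls were DMSO wells with enzyme for no effect and DMSO wells lacking enzyme for full effect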
Target sequence (Q9GZR1 628-1112 limits assumed): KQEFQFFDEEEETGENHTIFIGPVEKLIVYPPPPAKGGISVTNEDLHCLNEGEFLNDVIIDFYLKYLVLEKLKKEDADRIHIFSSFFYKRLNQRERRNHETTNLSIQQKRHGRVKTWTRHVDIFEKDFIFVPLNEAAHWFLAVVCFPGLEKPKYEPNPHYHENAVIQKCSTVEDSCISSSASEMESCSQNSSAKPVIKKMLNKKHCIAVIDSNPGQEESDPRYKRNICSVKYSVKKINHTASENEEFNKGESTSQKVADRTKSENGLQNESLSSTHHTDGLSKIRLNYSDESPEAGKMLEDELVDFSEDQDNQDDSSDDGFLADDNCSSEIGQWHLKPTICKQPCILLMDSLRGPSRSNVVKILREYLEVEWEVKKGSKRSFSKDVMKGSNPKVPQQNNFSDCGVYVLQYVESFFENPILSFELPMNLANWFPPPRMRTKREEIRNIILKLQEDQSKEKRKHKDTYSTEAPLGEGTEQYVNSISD
SENP8 block-1 = inhibitors of human SENP8 protease; purified SENP8, Z-RLRGG-aminoluciferin cleavage, luminescence; inhibition, % at 10 µM; 1.2% of 330,000 active; AID 2540; in the data active = inhibition above about 50%
SENP7 inh = inhibitors of human SENP7 protease | 1.5% of 330,000 active | recombinant SENP7, Z-RLRGG-aminoluciferin luminescence, 40 min | AID 434973 | Q9BQF6 | inhibition, % at 5 µM;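 active = inhibition above about 50% at the single test dose, limit read from the data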;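 note: plate controls were DMSO with enzyme for no effect and no enzyme buffer wells for full effect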
Target sequence (Q9BQF6 706-1050 limits assumed): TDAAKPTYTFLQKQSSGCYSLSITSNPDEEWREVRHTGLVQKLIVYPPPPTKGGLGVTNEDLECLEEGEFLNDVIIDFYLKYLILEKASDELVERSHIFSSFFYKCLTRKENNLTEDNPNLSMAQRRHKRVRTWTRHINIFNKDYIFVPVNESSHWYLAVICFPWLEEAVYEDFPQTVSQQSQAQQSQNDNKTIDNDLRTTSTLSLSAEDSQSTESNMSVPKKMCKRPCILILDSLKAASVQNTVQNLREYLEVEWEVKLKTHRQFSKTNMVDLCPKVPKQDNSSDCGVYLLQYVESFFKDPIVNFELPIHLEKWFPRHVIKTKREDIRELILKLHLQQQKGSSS
NALP3 yeast inh = blocks the NALP3 inflammasome reconstituted in yeast. Yeast reconstituted NLRP3/ASC/caspase-1, beta-gal luminescence, 24 h. inhibition, % at 10 µM. 0.39% of 330,000 active. AID 2825;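 active = inhibition of 50% or more; inactive = inhibition below 50%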;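 note: plate controls were induced DMSO wells for no effect and uninduced yeast grown without galactose for full effect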
SENP1 inh = SENP1 (human) catalytic domain inhibition; inhibition, % at 10 µM; Q9P0U3; recombinant SENP1 catalytic domain, CyPet-SUMO1-YPet FRET cleavage; 0.21% of 360,000 active;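 active = inhibition at least 30% at 10 µM, raw YFP signal under a set limit, fluorescence ratio 0.5 to 1.5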;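 note: 0% = enzyme with DMSO and 100% = no enzyme wells; some results filed as inactive read as strong as hits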
Target sequence (Q9P0U3 419-644 limits assumed): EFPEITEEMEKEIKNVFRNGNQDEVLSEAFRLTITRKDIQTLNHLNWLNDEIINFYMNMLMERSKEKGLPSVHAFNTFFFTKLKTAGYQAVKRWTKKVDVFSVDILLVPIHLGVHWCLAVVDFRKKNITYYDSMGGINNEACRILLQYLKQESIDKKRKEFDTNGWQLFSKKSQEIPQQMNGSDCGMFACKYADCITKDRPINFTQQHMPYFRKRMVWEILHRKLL
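system = hSENP1 catalytic domain, recombinant | reagent = SFCypet-SUMO1-SFYpet substrate at 25 nM | doses = one dose per compound, 10 µM, 0.5% DMSO | incubation = enzyme reaction for 50 min at room temperature, dark | measured by = FRET, CFP and YFP emission | controls = no-enzyme low, enzyme-DMSO high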
PfGluPho inh = PfG6PD (Plasmodium falciparum) enzyme inhibition | PfGluPho enzyme, NADPH resazurin-diaphorase fluorescence | inhibition, % at 20 µM | 0.78% of 350,000 active | AID 504690;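 active = inhibition reaching at least a set limit at 20 µM in the primary screen, cut at about 59% in these data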;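 note: 0% = DMSO wells with substrate and 100% = DMSO wells lacking glucose-6-phosphate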
SENP8 block-2 = inhibitors of human SENP8 protease | Q96LD8 | recombinant SENP8, Nedd8 substrate fluorescence | inhibition, % at 20 µM | 0.64% of 360,000 active | AID 602440; in the data active = inhibition mostly above about 40%, no sharp cut-off; inactive = mostly below about 27%
The depositor's hits bear a star; . = not tested or not shown.

SMILES | Apaf-1 inh | HKDC1 inh | SENP6 inh | SENP8 block-1 | SENP7 inh | NALP3 yeast inh | SENP1 inh | PfGluPho inh | SENP8 block-2
C=CCn1c(SCC(=O)c2[nH]c(C)c(C(=O)OCC)c2C)nc2scc(-c3ccc(OC)cc3)c2c1=O | . | -4 | . | . | . | . | -11 | -4 | -42
CCOC(=O)c1ccc(S(=O)(=O)N2CCN(Cc3cc4c(cc3O)OCO4)CC2)cc1 | 5 | 9 | 0 | 1 | 1 | 21 | 2 | 31 | 28
O=C(CN1CCOCC1)Nc1ncc(Br)cc1Br | -1 | -9 | 9 | 6 | 8 | 2 | 1 | -5 | 24
CNC(=O)c1cnc(-c2ccccc2)nc1-c1ccccc1 | -6 | -5 | -4 | -3 | -3 | 12 | 1 | 3 | 28
Cc1oc2c(cc(NS(=O)(=O)c3cccs3)c3ccccc32)c1C(=O)OC(C)C | 18 | 16 | 0 | -2 | -3 | 8 | -2 | 1 | 22
CN1C(=O)c2ccc(C(=O)NCc3ccccn3)cc2C1=O | -4 | -4 | 1 | 5 | -1 | 5 | 0 | 1 | 3
CN1CCN(c2ccc(-c3cccc(NC(=O)COc4ccc(Cl)cc4)c3)nn2)CC1 | 36 | -5 | 42 | 24 | 18 | 9 | 3 | 13 | 10
CC(=O)c1c(C)[nH]c(C(=O)NC2CCCCC2)c1C | -11 | -9 | -6 | 3 | 10 | 4 | 0 | 6 | 21
COc1ccc(C2/C=C\CN(C(=O)Nc3ccccc3-c3ccccc3)CC(=O)N2Cc2ccc(F)cc2)cc1 (stereo unspecified) | 24 | 7 | -16 | 13 | -2 | 9 | 3 | -9 | 4
COc1cccc(NC(=O)CCS(=O)(=O)c2cc3c(cc2Cl)NC(=O)CO3)c1 | 3 | 4 | 2 | 2 | -5 | 12 | 1 | -1 | -1

Reformatted as labelled records: four of the compounds above
> CN1C(=O)c2ccc(C(=O)NCc3ccccn3)cc2C1=O
- Apaf-1 inh: -4
- HKDC1 inh: -4
- SENP6 inh: 1
- SENP8 block-1: 5
- SENP7 inh: -1
- NALP3 yeast inh: 5
- SENP1 inh: 0
- PfGluPho inh: 1
- SENP8 block-2: 3

> C=CCn1c(SCC(=O)c2[nH]c(C)c(C(=O)OCC)c2C)nc2scc(-c3ccc(OC)cc3)c2c1=O
- Apaf-1 inh: .
- HKDC1 inh: -4
- SENP6 inh: .
- SENP8 block-1: .
- SENP7 inh: .
- NALP3 yeast inh: .
- SENP1 inh: -11
- PfGluPho inh: -4
- SENP8 block-2: -42

> CN1CCN(c2ccc(-c3cccc(NC(=O)COc4ccc(Cl)cc4)c3)nn2)CC1
- Apaf-1 inh: 36
- HKDC1 inh: -5
- SENP6 inh: 42
- SENP8 block-1: 24
- SENP7 inh: 18
- NALP3 yeast inh: 9
- SENP1 inh: 3
- PfGluPho inh: 13
- SENP8 block-2: 10

> CCOC(=O)c1ccc(S(=O)(=O)N2CCN(Cc3cc4c(cc3O)OCO4)CC2)cc1
- Apaf-1 inh: 5
- HKDC1 inh: 9
- SENP6 inh: 0
- SENP8 block-1: 1
- SENP7 inh: 1
- NALP3 yeast inh: 21
- SENP1 inh: 2
- PfGluPho inh: 31
- SENP8 block-2: 28

Carrying on.
SMILES | Apaf-1 inh | HKDC1 inh | SENP6 inh | SENP8 block-1 | SENP7 inh | NALP3 yeast inh | SENP1 inh | PfGluPho inh | SENP8 block-2
CC(=O)Nc1c(Br)cc(N2C(=O)CCC2=O)cc1Br | -3 | 7 | -8 | -5 | -8 | 11 | 1 | -3 | 15
COc1cc(C=O)ccc1OCc1ccc(Cl)nc1 | -5 | -4 | -11 | -4 | 5 | -4 | 2 | -10 | 4
Cc1ccc(NC(=S)NCc2cccn2C)cc1 | 4 | 1 | 9 | 1 | 0 | 7 | -3 | 16 | 9
CCC1COCCS(=O)(=O)N1Cc1ccc(Cl)cc1 (stereo unspecified) | -3 | -1 | -6 | -5 | -8 | 19 | 0 | -14 | 21
COc1ccc(CNC(=O)OCc2nccnc2C(=O)Nc2ccc(Br)cn2)cc1 | 6 | -4 | 11 | -3 | 35 | 9 | -1 | -4 | -4
CCOC(=O)c1c(NC(=O)CSc2nc3ccccc3s2)sc(C(C)=O)c1C | 6 | -12 | 6 | -5 | -10 | 4 | -3 | 1 | 10
O=c1ccc(-c2ccccc2)nn1Cc1ccc(F)cc1 | -1 | 8 | 15 | 9 | 0 | 31 | 0 | 1 | 1
Cc1ccc(N(CC(=O)NCc2ccc(F)cc2)C(=O)c2ccco2)cc1C | 19 | 6 | -24 | 0 | 10 | 12 | 1 | 5 | 18
c1ccc(Cc2nnc3n2N=C(c2ccccc2)CS3)cc1 | 6 | -1 | -27 | 0 | 5 | 20 | 1 | 61* | 7
CS(=O)(=O)N(CCc1ccccc1)CC(=O)N1CCN(Cc2ccccc2)CC1 | -4 | -5 | -15 | -3 | 1 | 5 | 1 | -7 | 10

Grouped by structure, the entries above containing four or more nitrogen atoms (3)
SMILES | Apaf-1 inh | HKDC1 inh | SENP6 inh | SENP8 block-1 | SENP7 inh | NALP3 yeast inh | SENP1 inh | PfGluPho inh | SENP8 block-2
CN1CCN(c2ccc(-c3cccc(NC(=O)COc4ccc(Cl)cc4)c3)nn2)CC1 | 36 | -5 | 42 | 24 | 18 | 9 | 3 | 13 | 10
COc1ccc(CNC(=O)OCc2nccnc2C(=O)Nc2ccc(Br)cn2)cc1 | 6 | -4 | 11 | -3 | 35 | 9 | -1 | -4 | -4
c1ccc(Cc2nnc3n2N=C(c2ccccc2)CS3)cc1 | 6 | -1 | -27 | 0 | 5 | 20 | 1 | 61* | 7

(next part)
SMILES | Apaf-1 inh | HKDC1 inh | SENP6 inh | SENP8 block-1 | SENP7 inh | NALP3 yeast inh | SENP1 inh | PfGluPho inh | SENP8 block-2
Cn1c(CCNC(=O)c2ccccc2)nc2cc(NC(=O)c3ccco3)ccc21 | -2 | -8 | -7 | -2 | -1 | 37 | 1 | -5 | 4
CNc1ccccc1 | -11 | 0 | -4 | 9 | 4 | 12 | 3 | -6 | 13
Clc1ccc(-c2ccc(/C=N/Nc3cc(N4CCOCC4)nc(N4CCOCC4)n3)o2)cc1 | 20 | 5 | -4 | -2 | 14 | 8 | -6 | 10 | -149
CC(C)C[C@H](NC(=O)N1CCn2c1nc1ccccc12)C(=O)NCc1ccccc1 | 13 | -2 | 1 | 0 | -5 | 12 | -1 | -16 | 2
O=C(CN(Cc1ccco1)C(=O)c1ccc(Cl)cc1)Nc1ccc(Cl)c(Cl)c1 | 11 | -8 | -6 | 1 | 6 | 2 | 2 | -6 | 12
O=C(NCCCl)NNc1c(Cl)cc(Cl)cc1Cl | 3 | 13 | -27 | -3 | -6 | 11 | -1 | -9 | 5
COc1ccc(N2C(=O)C(CC(=O)O)S/C2=N\N=C\c2cccs2)cc1 (stereo unspecified) | 9 | -6 | -31 | -8 | -8 | -12 | 3 | 7 | 12
Cc1cccc(C)c1OCC(=O)Nc1cccc(-c2nnc(-c3ccccc3)o2)c1 | 24 | 2 | -23 | 0 | -4 | 20 | 0 | 0 | 21
CCC(=O)c1ccc(-c2ccccc2)cc1 | 2 | -3 | 35 | 12 | 22 | 18 | 0 | -2 | 12
O=C(Cc1ccc2c(c1)OCCO2)Nc1cc(C(F)(F)F)ccc1N1CCOCC1 | 21 | 0 | -13 | -3 | -3 | 19 | -2 | 17 | -1

Part of the list above, set out differently.
Structure	Apaf-1 inh	HKDC1 inh	SENP6 inh	SENP8 block-1	SENP7 inh	NALP3 yeast inh	SENP1 inh	PfGluPho inh	SENP8 block-2
O=c1ccc(-c2ccccc2)nn1Cc1ccc(F)cc1	-1	8	15	9	0	31	0	1	1
Cc1ccc(N(CC(=O)NCc2ccc(F)cc2)C(=O)c2ccco2)cc1C	19	6	-24	0	10	12	1	5	18

New compounds follow
SMILES | Apaf-1 inh | HKDC1 inh | SENP6 inh | SENP8 block-1 | SENP7 inh | NALP3 yeast inh | SENP1 inh | PfGluPho inh | SENP8 block-2
O=C(NCc1ccccc1)Nc1cccn(Cc2ccccc2F)c1=O | 4 | 4 | -4 | -2 | 8 | 6 | 2 | 6 | -118
CC(CCN1C(N(C)C)=NC[C@@H]1C)c1ccccc1 (stereo partly specified) | 1 | -3 | -5 | -7 | -7 | 8 | 0 | 1 | 18
N#C/C(=C\c1ccc([N+](=O)[O-])o1)c1nc2ccccc2[nH]1 | 13 | 15 | 30 | 11 | 11 | -4 | . | 51 | .
S=C(NCCCn1ccnc1)Nc1ccc(Cl)cc1Cl | 4 | -4 | -14 | 8 | -2 | -2 | 0 | 18 | 19
CN1C(=O)c2ccccc2Sc2ccc(NC(=O)N3CCCC3)cc21 | 4 | -11 | -7 | -2 | 2 | 5 | 2 | -18 | 37
CCCOc1c(Br)cc(C(=O)NCC)cc1OC | 3 | -6 | 4 | 3 | 7 | 20 | 2 | 2 | 18
Cc1cccc(N(O)C(=O)Nc2cccc(Cl)c2)c1 | -5 | 2 | 28 | 12 | 13 | 6 | 3 | 48 | 26
Cc1cccc(N2CCN(C(=O)c3ccc4c(c3)OCCO4)CC2)c1C | -5 | -6 | 0 | -3 | 9 | -1 | -1 | 8 | 21
O=C(O)c1cc(S(=O)(=O)Nc2ccc3cn[nH]c3c2)ccc1Cl | -2 | 12 | 8 | 2 | -3 | 10 | -1 | 3 | 9
Cc1ccc(C(=O)NCCSc2ccc(Cl)cc2)cc1[N+](=O)[O-] | 12 | 0 | -16 | 2 | -3 | 26 | 0 | 28 | 25
CCCC1(C)SC(NC(C)=O)=NN1C(C)=O (stereo unspecified) | -7 | -3 | -2 | 1 | -2 | -7 | 2 | -12 | 1
O=C(Nc1ccc(F)cc1F)c1ccccc1-c1ccccc1 | -8 | -5 | -4 | -1 | 8 | 0 | 1 | -11 | 11
O=C(CCC(=O)c1ccc(Cl)cc1)OCc1nc2ccsc2c(=O)[nH]1 | 2 | -4 | -20 | -7 | -7 | -3 | 3 | -2 | 5
COc1ccccc1NC(=O)CSc1nnc(C)n1Cc1ccccc1 | -13 | -12 | -2 | -10 | 6 | 13 | 3 | 3 | 9
NS(=O)(=O)c1ccc(N/N=C/c2ccccn2)c([N+](=O)[O-])c1 | 7 | -4 | -28 | -11 | -10 | 8 | 4 | -17 | 24
Cc1ccc(NC(=O)C2CCN(S(=O)(=O)c3cccc4nonc34)CC2)cc1 | -1 | -13 | 0 | 2 | 4 | 23 | 9 | -24 | 16
COc1ccc(C2=NOC(C)(c3nnc(-c4ccncc4)o3)C2)cc1 (stereo unspecified) | -7 | -4 | 1 | 6 | -3 | 14 | 1 | 10 | -6
COc1ccc2[nH]c(C(=O)O)c(NS(=O)(=O)c3ccc(OC)c(OC)c3)c2c1 | 1 | 12 | 5 | -2 | 10 | -6 | -6 | 4 | -231
Cc1ccc(C(=O)Nc2c3c(nn2C(C)(C)C)CS(=O)(=O)C3)cc1C | -13 | -10 | -2 | -8 | -2 | -7 | 2 | -6 | -4

No enrichment for hits, and some 4.1% of all compounds hit somewhere here.
